Compound activity (PubChem)
PI4K2A inh = qHTS for small molecular inhibitors of PI4K2A | purified PI4K2A, ADP-Glo luminescence, 1 h; stronger effect = lower value | activity change, negative = inhibition, % at 76.9 µM | 420,000 compounds, 0.13% hits | AID 1346378, 2018; in the data active = activity change below about -50%; inconclusive = mostly about -30% to -49%;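 also: -100% = wells without enzyme as full effect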
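PI4K2A activity was measured by ADP-Glo luminescence: enzyme (4 ug/mL stock) and phosphatidylinositol (1.2 mM stock) in Tris pH 7.5/MgCl2/EGTA/Triton X-100 buffer were reacted with ATP (300 microM stock) for one hour at ambient temperature.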
RGS4 inh = Inhibitors of Regulator of G Protein Signaling (RGS) 4: qHTS; Transcreener GDP fluorescence polarization, RGS4-accelerated GTP hydrolysis; Potency, µM (titrated, usually from 114 µM), inactives show top-dose activity change, negative = inhibition, hits mostly inhibitors; 390,000 compounds, 0.039% hits; AID 504845, 2011; also: potency is read from the fitted curve at half-maximal effect; % is scaled to controls: 0 for no effect and ±100 for the full control effect; nearly all actives have a fitted effect of over 75% in size; some results filed as inactive show a strong effect at the top dose
Target sequence (P49798 whole entry, looked up): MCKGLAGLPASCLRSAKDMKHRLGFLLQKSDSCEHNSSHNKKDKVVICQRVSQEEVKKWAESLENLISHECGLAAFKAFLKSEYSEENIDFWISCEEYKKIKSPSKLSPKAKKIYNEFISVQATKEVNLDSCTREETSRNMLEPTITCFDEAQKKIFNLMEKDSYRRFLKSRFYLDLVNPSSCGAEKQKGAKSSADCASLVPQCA
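MLSMR compounds (23 nl, pin-transferred) preincubated 10 min at room temperature with a 500nM (2x) first reagent, then RGS4 at 900nM (2x) plus Transcreener GDP mix added; fluorescence polarization (620/688 nm) read before and after 90 min at 30 °C.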
BAZ2B block = qHTS Assay for Inhibitors of BAZ2B; Potency, µM (doses to about 114 µM), for the others: at the highest dose activity change, negative = inhibition, hits mostly inhibitors; Bromodomain adjacent to zinc finger domain protein 2B (Homo sapiens), Q9UIF8; AlphaScreen BAZ2B-H3K14Ac peptide displacement; 360,000 compounds, 4.4% hits; AID 504333, 2011; also: potency is read from the fitted curve at half-maximal effect; % is scaled to controls: 0 for no effect and ±100 for the full control effect; nearly all actives have a fitted effect of over 60% in size
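BAZ2B (50 nM) with biotin-H3(5-23)K14Ac peptide (50 nM) in PBS pH 7.4, 0.01% Tween-20, preformed 30 min, then compound 30 min at room temperature; top concentration 110uM. AlphaScreen streptavidin donor/nickel chelate acceptor beads (10 ug/mL final), 20 min dark, signal read.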
ERG-DNA inh = qHTS for Small Molecule Inhibitors of the ERG Ets/DNA interaction; Transcriptional regulator ERG (Homo sapiens), P11308; fluorescence polarization, His-ERG Ets domain / labelled DNA; Potency, µM (titrated, usually from 76.9 µM), without a hit: at the top dose FP activity, negative = inhibition, usual class: inhibitors; 370,000 compounds, 0.028% hits; AID 624246, 2012; active = well fitted inhibition curve with a large enough effect in the polarisation, with a control signal flat; inconclusive = small, poorly fitted or top-dose-only effect, or effect the other way, or a change in a side signal; inactive = no such curve, though single readings can be large or run the other way; the % refers to the polarisation;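 also: polarization taken with two DNA probes labelled with fluorescein and Texas red; potency is read from the fitted curve at half-maximal effect; % of control where 0% means no effect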
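His-tagged ERG Ets domain (1 uM in the protein solution; 300mM KCl, 50mM Tris-HCl, 1mM EDTA, 1mM DTT, pH 7.5) received compound, then a probe mix of 5 nM fluorescein-DNA and 100nM Texas-615-DNA. Fluorescence polarization was read for both dyes.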
G9a block = qHTS Assay for Inhibitors of Histone Lysine Methyltransferase G9a | Histone-lysine N-methyltransferase EHMT2 (Homo sapiens), Q96KQ7 | 350,000 compounds, 8.8% hits | G9a H3K9 monomethylation, AlphaScreen, 2 h | AID 504332, 2011 | Potency, µM (titrated, usually from 102 µM), for the others: at the top dose activity, negative = inhibition, usual class: inhibitors; also: potency is read from the fitted curve at half-maximal effect; % is scaled to controls: 0 for no effect and ±100 for the full control effect; nearly all actives have a fitted effect of over 75% in size
Target sequence (Q96KQ7 913-1193 limits assumed): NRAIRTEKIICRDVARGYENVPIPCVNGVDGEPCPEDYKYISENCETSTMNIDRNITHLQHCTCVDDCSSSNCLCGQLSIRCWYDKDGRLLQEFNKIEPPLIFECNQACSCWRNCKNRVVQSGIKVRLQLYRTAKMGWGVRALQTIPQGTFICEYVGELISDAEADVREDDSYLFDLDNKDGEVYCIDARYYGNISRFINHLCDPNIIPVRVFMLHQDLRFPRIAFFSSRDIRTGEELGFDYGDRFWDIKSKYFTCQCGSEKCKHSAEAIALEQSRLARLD
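Step 1: enzyme (final 20 nM) with compound, 15 min RT. Step 2: substrate peptide 500 nM and SAM 20 uM, 2 h RT. Step 3: anti-H3K9me1 antibody and AlphaScreen beads, 10 min, then plate read.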
JMJD2A Tudor = qHTS Assay for Inhibitors of JMJD2A-Tudor Domain | 390,000 compounds, 4.4% hits | Potency, µM (series often up to 114 µM), inactives show top-dose activity change, negative = inhibition, hits mostly inhibitors | Lysine-specific demethylase 4A (Homo sapiens), O75164 | AlphaScreen JMJD2A-Tudor / H3K4me3 peptide binding; also: potency is read from the fitted curve at half-maximal effect; % is scaled to controls: 0 for no effect and ±100 for the full control effect; nearly all actives have a fitted effect of over 50% in size
12-LOX inh = Primary qHTS assay for inhibitors of human arachidonate 12S-lipoxygenase (ALOX12): Round 2; Potency, µM (top dose mostly 108 µM), for inactives: at the highest dose activity change, negative = inhibition, usual class: inhibitors; purified 12hLO, xylenol orange hydroperoxide absorbance; 580,000 compounds, 1.1% hits; Polyunsaturated fatty acid lipoxygenase ALOX12 (Homo sapiens), P18054; also: potency is read from the fitted curve at half-maximal effect; % is scaled to controls: 0 for no effect and ±100 for the full control effect
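Purified human 12hLO at 150 nM in 25 mM Hepes, 0.01% Triton X-100, pH 7.0, preincubated 15 min at room temperature with compound. Reaction started with 40 uM arachidonic acid, 30 min at room temperature. Hydroperoxide measured by Fe-xylenol orange, 573/405 nm absorbance ratio.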
GLS inh = qHTS for Inhibitors of Glutaminase (GLS); 410,000 compounds, 0.21% hits; Potency, µM (series often up to 45.5 µM), without a hit: top-dose activity change, negative = inhibition, most hits filed as inhibitors; GLS enzymatic activity, qHTS titration; also: potency is read from the fitted curve at half-maximal effect; % is scaled to controls: 0 for no effect and ±100 for the full control effect
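Glutamate formation by hKGA was monitored fluorometrically using coupled glutamate oxidase, HRP and Amplex Red. Substrate was added as 1 mM L-glutamine solution; incubation was 30 min at RT after an initial read.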
HP1b binding inh = HTS for Inhibitors of HP1-beta Chromodomain Interactions with Methylated Histone Tails | Chromobox protein homolog 1 (Homo sapiens), P83916 | AlphaScreen HP1-beta / biotin-H3K9me3 peptide binding | Potency, µM (doses to about 114 µM), for inactives: top-dose activity change, negative = inhibition, actives largely listed as inhibitors | 390,000 compounds, 0.56% hits | AID 540317, 2011; also: potency is read from the fitted curve at half-maximal effect; nearly all actives have a fitted effect of over 70% in size; inactives centre near 23
Target sequence (P83916 whole entry, looked up): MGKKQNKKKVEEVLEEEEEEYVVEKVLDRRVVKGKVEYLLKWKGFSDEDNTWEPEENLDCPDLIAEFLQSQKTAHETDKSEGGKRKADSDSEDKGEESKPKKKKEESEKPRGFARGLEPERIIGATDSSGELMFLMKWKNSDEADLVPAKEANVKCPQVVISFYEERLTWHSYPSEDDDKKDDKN
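AlphaScreen: HP1-beta (50 nM) preformed 30 min with biotin-H3(1-18)K9me3 peptide (50 nM) in PBS pH 7.4, 0.01% Tween-20. Compound added for 30 min at RT, then streptavidin donor/nickel chelate acceptor beads (10 ug/mL) for 30 min.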
Numbers without * were called inactive; ? = inconclusive; · = not tested or not shown; & = joins results of further samples; [ ] = remark or other dose. Unless noted, calls follow the shape of the dose curve; as a rule, active = well fitted curve in the direction sought with a large enough effect; inconclusive = small, poorly fitted or top-dose-only effect, or another doubt; inactive = no such curve, though single readings can be large; an effect the other way counts as inactive or inconclusive. These rows are one share of the data; rates above refer to the full screens.

SMILES	PI4K2A inh	RGS4 inh	BAZ2B block	ERG-DNA inh	G9a block	JMJD2A Tudor	12-LOX inh	GLS inh	HP1b binding inh
Cc1oc(-c2ccccc2Cl)nc1CSc1nncn2c1cc1occc12	-5	-10%	-27%	4%	-1%[59 µM]	3%	?	-2%	33%
CN(C)C(=O)CSc1n[nH]c(=O)[nH]c1=O	1	11%[11.4 µM]	-2%	12%	·	-3%	-5%	17%	35%
O=C(O)CSc1ccccn1	-4	-42%	-5%	1%	?	-5%	0%	-7%	13%
COc1ccc(N2CC(C)Cn3c2nc2c3c(=O)[nH]c(=O)n2C)cc1 (configuration not stated)	9	-12%	-22%	3%	·	-22%	2%&1%	2%	17%
O=C(c1ccc(NC(=S)NCc2ccco2)cc1)N1CCCCC1	-4	-18%	-26%	-7%	50µM*	-25%	2%	3%	-5%
CC(=O)Nc1ccc(N2CCN(Cc3ccccc3F)CC2)cc1	-1	18%	2%	6%	?	-15%	-9%	39%[activator]	14%
Cc1ccc(S(=O)(=O)Oc2cccc([N+](=O)[O-])c2)cc1	-4	9%	·	-4%	·	-30%	3%	-11%	4%
Cc1nc2c(o1)CCc1ccccc1C2O (configuration not stated)	5	40%	9%	-1%	19%[12.7 µM]	-10%	7%	-1%	26%
Cc1ccnc(NC2(C(F)(F)F)N=C3SCCN3C2=O)c1 (configuration not stated)	1	-43%	3%	6%	-2%	-24%	40%[activator]	9%	2%
CC/C(Cc1ccccc1)=N/NC(=O)CCn1nnc2ccccc21	3	28%	-17%	11%	1%	-6%	0%	3%	5%
CC(C(=O)N1CCc2ccccc21)N1CCN(S(=O)(=O)c2ccc3c(c2)OCCCO3)CC1 (configuration not stated)	-1	-8%	·	7%	·	-30%	4%	2%	12%
Cc1oc2c(CN3CCC(C)CC3)c(O)ccc2c(=O)c1-c1ccccc1	-2	-15%	8%	0%	38%	-16%	-14%	-1%	78%[activator]
Cc1nc(-c2ccccc2)c(Cc2ccccc2O)c(=O)[nH]1	-4	-2%	-15%	9%	21%	-20%	0%	17%	22%
Cc1ccc(S(=O)(=O)Nc2ccccc2N=Cc2c(F)c(F)c(F)c(F)c2F)cc1	9	-19%	·	-2%	·	-32%	14%	17%	-9%
COc1cccc(NS(=O)(=O)c2cc3c4c(c2)C(C)C(=O)N4CCC3)c1 (configuration not stated)	-2	-1%	-8%	-2%	-41%[59 µM]	-8%	-25%	-14%	34%
O=[N+]([O-])c1cc(C(F)(F)F)ccc1N1CCN(CCO)CC1	2	0%	-3%	0%	4%	-18%	0%	0%	18%
CCOC(=O)C1CCN(C(=O)Nc2ccc(Cl)cc2Cl)CC1	-3	0%[11.4 µM]	11%	14%	12%	-3%	-8%	10%	-12%
CCOc1ccc(CN(Cc2ccco2)S(=O)(=O)c2ccc(-n3cnnn3)c(OC)c2)cc1	0	-11%	-26%	12%	-19%[59 µM]	-25%	-27%	-2%	18%
CCOc1ccccc1C1CC(=O)Nc2cc(OC)c(OC)cc21 (configuration not stated)	-4	-12%	-7%	7%	·	-20%	0%	-19%	1%
COc1ccc2c(c1)CCc1c(C(=O)Nc3c(C)nn(Cc4ccccc4)c3C)noc1-2	-2&-4	7%&-21%	-3%&9%	-1%&1%	-17%[59 µM]	-1%&-4%	0%&19%	-9%&3%	6%&34%
C=CCn1c(SCC(=O)N2CCN(c3ccc(F)cc3)CC2)nnc1-c1ccco1	-3	12%	-4%	15%	?	-28%	354%[activator]	16%	57%[activator]
Cc1nnc(SCCn2c(N3CC(C)CC(C)C3)nc3c2c(=O)n(C)c(=O)n3C)s1 (configuration not stated)	4	27%	4%	6%	19%[59 µM]	-8%	0%	-2%	7%
O=C(NCc1ccccc1Cl)c1nnc(Cc2cccc(F)c2)o1	-1	16%	85%[activator]	1%	55%[activator][59 µM]	57%[activator]	-26%	-13%	81%[activator]
O=C(CCn1cnc2ccccc21)N/N=C/c1ccc(O)cc1	0	12%	1%	-5%	23%[59 µM]	-1%	12%	0%	38%
COc1ccc(C)cc1S(=O)(=O)N1CCCC(C(=O)NC2CC2)C1 (configuration not stated)	-3	14%	-2%	-2%	44%	-1%	14%	-4%	31%
COc1cccc2cc(C(=O)N3CCN(C45CC6CC(CC(C6)C4)C5)CC3)c(=O)oc12	2	-12%[11.4 µM]	-3%	0%	?	-18%[11.4 µM]	2%	21%	-11%
Cc1cc(C(=O)Nc2ccccc2Cc2ccccc2)no1	0	24%	10%	-14%	78%[activator]	29%	12%	-2%	49%[activator]
O=S(=O)(Nc1ccc2c(c1)nc1n2CCN(Cc2ccccc2)C1)c1ccc(Cl)cc1	11	-11%	·	2%	10µM*	-14%	-18%	·	57%[activator]
CC(C)n1nnnc1-c1cc(Cl)cc(Cl)c1	3	-15%	3%[57.1 µM]	-7%	34%	-2%	19%	-2%	21%
Cc1nn(C)c2c1c(-c1ccccc1)cc(=O)n2Cc1ccc(Cl)cc1	-6	-1%	24%	-4%	54%[activator][59 µM]	43%[activator]	-21%	3%	88%[activator]
CCOc1ccc(CCNC(=O)CCCn2nc(C)c3c(C)n(-c4ccccc4)nc3c2=O)cc1	9	9%[56.9 µM]	1%	3%	·	-28%	0%	4%	51%[activator]
CC(C)(C)OC(=O)C[C@@H]1C/C=C\C[C@@H](CC(=O)NCCO)C(=O)NCCOC1=O	0	17%	·	-5%	·	-11%	20%	5%	26%
CCN(CCn1cccn1)C(=O)c1cc(COc2cccc3cccnc23)on1	0	55%[activator]	9%	-1%	-1%	-8%	-1%	-10%	46%[activator]
Cc1cc2c(cc1C)CSC(c1ccccc1O)SC2	1	-10%	-38%	1%	7%[2.33 µM]	-32%	?	13%	18%
Cc1ccc(C(C(=O)NC(C)(C)C)N(Cc2cccs2)C(=O)c2ccc3c(c2)OCCO3)cc1 (configuration not stated)	6	-11%	6%	6%	12%[59 µM]	-6%	-15%	11%	33%
COC(=O)c1nnc(-c2ccccc2)c(-c2ccccc2)n1	2	-3%	-1%	-6%	32µM*	-19%	-6%	-7%	5%
Cc1ccc(S(=O)(=O)N(CC(=O)NCc2ccccc2Cl)C(=O)N2CCN(C)CC2)cc1	3	-10%	-1%	9%	-4%	-14%	4%	-1%	28%
CN(C)/N=C/c1ccc(Sc2ccccc2[N+](=O)[O-])o1	-4	-20%	20µM*	-9%	25µM*	40µM*	3%	26%	35µM*
COc1ccc(Cl)cc1NC(=O)CSc1nc2ccccc2nc1N1CCCCC1	0	7%	5%	-1%	71%[activator][59 µM]	38%[activator]	-5%	6%	98%[activator]
Cc1ccc(-n2ncc3c(NCCCN4CCOCC4)ncnc32)cc1C	-3	6%	2%	-1%	6%[59 µM]	-17%	-23%	4%	24%
COc1ccc(N(C(=O)c2ccc(Cl)cc2)C2=CC3CCC(C2)N3C)cc1 (configuration not stated)	8	-10%	-4%	1%	?	-8%	3%	-16%	20%
Cc1cccc(-c2nnc(SCC(=O)N3CCOCC3)o2)c1	2	28%	-1%	-12%	-9%	-12%	12%	8%	1%
COc1cc2c(=O)c(C(=O)c3ccc(C)c(C)c3)cn(Cc3ccc(F)cc3)c2cc1OC	2	-23%	-23%	-1%	-39%[59 µM]	-15%	-31%	2%	24%
CCOc1ccc(C(=O)Nc2cccc(NC(=O)c3ccc(C(C)(C)C)cc3)c2)cc1Br	-3	3%	0%	-1%	-3%[59 µM]	-6%	-21%	-1%	25%
COC(=O)CCN(C(=O)c1ccc(N2CCCCC2)c([N+](=O)[O-])c1)c1ccccn1	1	8%	-37%	0%	?	-35%	-1%	-1%	-10%
CCC1=NN2C(=N)/C(=C\c3ccc(OCc4cc(=O)n5nc(CC)sc5n4)c(OC)c3)C(=O)N=C2S1	-6	-50%	79µM*	-5%	?	?	-9%	11µM*	-36%
CCCCOC(=O)n1c(=O)oc2cc(S(=O)(=O)N3CCCCC3)ccc21	10	-7%	2%	-1%	10%[12.7 µM]	-6%	-16%	21%	13%
COCCCNc1nc2nonc2nc1NCCSC	10	-14%	-1%	2%	·	7%	-11%	-4%	26%
Cc1ccc(COc2ccsc2C(=O)NNC(N)=S)cc1	-1	-40%	-17%	0%	-8%	-5%	-6%	0%	51%[activator]
O=C(CCN1C(=O)/C(=C/c2ccccc2)SC1=S)NC1CCS(=O)(=O)C1 (configuration not stated)	1	-6%[11.4 µM]	-11%	2%	58%[activator]	-22%	-10%	-2%	-7%
